Screens as filed in PubChem.
NCI-60 one-dose screen, 48 h, at 10 µM unless noted. Numbers give growth in % (100 = growth as untreated, 0 = no growth, -100 = all killed).
NCI-H322M – NCI-H322M lung cancer; 80,000 tested, 2.7% active; AID 1794733
COLO 205 – COLO 205 colon cancer. 79,000 tested, 7.3% active. AID 1794742
NCI-H522 – NCI-H522 lung cancer | 78,000 tested, 8% active | AID 1794739
NCI-H23 – NCI-H23 lung cancer | 80,000 tested, 4% active
NCI-H226 – NCI-H226 lung cancer | 79,000 tested, 3.5% active | AID 1794732
NCI-H460 – NCI-H460 lung cancer. 82,000 tested, 6.8% active
SK-OV-3 – SK-OV-3 ovarian cancer cells. 80,000 tested, 3.2% active. AID 1794785
NCI/ADR-RES – NCI/ADR-RES ovarian cells | 81,000 tested, 4.4% active | AID 1794790
IGROV1 – IGROV1 ovarian cancer | 79,000 tested, 4.7% active | AID 1794786
Numbers without * were called inactive; / = not tested or not shown; & = joins results of further samples. Rule for the calls: active = growth percent below 10; inactive = the rest. The order is random; about 11% have a hit in one of these screens.

nr	Molecule	NCI-H322M	COLO 205	NCI-H522	NCI-H23	NCI-H226	NCI-H460	SK-OV-3	NCI/ADR-RES	IGROV1
1	COC(=O)[C@H](C)NC(=O)CNC(=O)c1cccc2c(=O)c3ccccc3[nH]c12	103	111	96	105	101	101	103	107	101
2	Cc1ccc(C(=O)/C=C/c2ccc3c(c2)OCO3)c(C)c1	94	100	79	88	93	102	97	99	81
3	COc1ccc(-c2c(C)nn3c(N)c(C#N)cnc23)cc1OC	88	81	75	91	81	99	101	91	94
4	C=C(C)[C@@H]1CC[C@]2(C#N)CC[C@]3(C)[C@H](CC[C@@H]4[C@@](C)(CCc5nn[nH]n5)[C@H](C(=C)C)CC[C@]43C)[C@@H]12	104	109	93	101	105	99	111	106	114
5	CN1CCN(Cc2ccc(NC(=O)c3cncc(C#Cc4cnc5ccc(NCCCO)nn45)c3)cc2C(F)(F)F)CC1	3.4*	-78*	-77*	-52*	-10*	-86*	-47*	74	9.7*
6	Nc1nc(=S)c2[nH]c(=S)[nH]c2[nH]1	111	116	99	111	86	108	/	103	110
7	Cc1ccc2c(n1)C(=O)C(Cl)=C(Nc1ccc(S(=O)(=O)Nc3ccccn3)cc1)C2=O	99	118	103	107	104	110	116	107	110
8	CCN(CC)CCCNc1ncnc(NCCCN(CC)CC)n1	97	110	81	97	/	103	93	102	107
9	COc1ccc(Cn2cc3c(c2-c2ccccc2)CCCc2cnoc2-3)cc1N	98	106	83	94	90	93	112	90	85
10	COc1cc(C=O)cc(Br)c1O	129&117	128&124	100&97	96&105	99	107&110	110&117	96&119	129&166
11	COc1ccc2cc3c(nc2c1)Nn1c(nnc1-c1ccc[nH]c1=S)SC3	103	116	85	93	95	105	91	99	98
12	C=C(C)[C@@H]1CC[C@]2(C(=O)NNC(=O)c3cccnc3)CC[C@]3(C)[C@H](CC[C@@H]4[C@@]5(C)CCCNC(C)(C)[C@@H]5CC[C@]43C)[C@@H]12	101	21	99	84	83	96	107	90	91
13	CCN(CC)CCNC(Cc1ccccc1)c1ccc(OC)cc1 (centres undefined)	98	97	94	103	97	109	95	97	107
14	Cc1ccc(C2=C(CN)C(O)N=C(Sc3cc(O)c(O)cc3C)N2)cc1 (centres undefined)	100	109	85	103	111	113	88	104	103
15	CCCCOc1ncnc2c1CC(C)c1c(C)cc(C)cc1N2C (centres undefined)	109	115	96	95	101	108	113	108	103
16	COc1ccc(-c2nnn(-c3ccc(Cl)cc3)c2N)cc1OC	93	111	91	87	103	99	109	93	94
17	O=C1NC(=O)C(Cc2ccccc2)(c2ccccc2)N1 (centres undefined)	102	118	100	104	103	118	113	98	97
18	N=C(N)c1ccc(-c2ccc(-c3ccccc3)s2)cc1F	-88*	-78*	-75*	-66*	-63*	-79*	-92*	-51*	-51*
19	O=C1c2cccc3cccc(c23)C(=O)N1N1C(=O)c2cccc3c(N4CCOCC4)ccc(c23)C1=O	95	108	102	89	95	101	90	92	96
20	Clc1nn2c(Cn3cnc4c(N5CCCC5)ncnc43)nnc2c2ccccc12	81	117	87	86	88	123	101	90	80
21	CCN(CC)CCCNc1ccc2ccncc2c1	117	117	88	107	98	111	114	109	114
22	CCOc1ccc(C(=O)O)cc1	108	105	101	98	92	103	99	105	113
23	COc1ccc2c(c1)Nc1ccccc1S2	101	111	99	104	108	109	111	111	103
24	CC(=O)NCC(O)c1ccc([N+](=O)[O-])cc1 (centres undefined)	99	120	98	96	/	107	96	101	109
25	CS(=O)(=O)Nc1cc(-c2ccc3ncnc(Nc4cccc5[nH]ncc45)c3c2)cnc1Cl	97	111	86	91	92	103	94	95	91
26	Cc1nc(-c2ccccc2-n2cccc2)no1	98	102	104	100	89	108	99	104	82
27	COC(=O)C(C#N)(CCC(=O)c1ccccc1)CCC(=O)c1ccccc1	112	113	/	114	98	105	104	102	121
28	CCC(=O)O[C@]1(C(C)=O)CC[C@H]2[C@@H]3CCC4=CC(=O)CC[C@]4(C)[C@H]3CC[C@@]21C	106	117	88	107	89	99	97	92	/
29	CCN(CC)CCN1c2ccncc2Sc2ccncc21	111	118	101	112	96	130	107	118	/
30	CC(C)COC(=O)c1ccccc1O	109	114	107	109	101	103	105	107	107

Individual results from above:
Entry of CS(=O)(=O)Nc1cc(-c2ccc3ncnc(Nc4cccc5[nH]ncc45)c3c2)cnc1Cl under NCI-H322M: 97
Entry of COC(=O)C(C#N)(CCC(=O)c1ccccc1)CCC(=O)c1ccccc1 under IGROV1: 121
Entry of COC(=O)[C@H](C)NC(=O)CNC(=O)c1cccc2c(=O)c3ccccc3[nH]c12 under COLO 205: 111

Other compounds.
nr	Molecule	NCI-H322M	COLO 205	NCI-H522	NCI-H23	NCI-H226	NCI-H460	SK-OV-3	NCI/ADR-RES	IGROV1
31	CC1=C(/C=C/C(C)=C/C=C/C(C)=C/C=N/NC(=S)NC(=S)N/N=C/C=C(C)/C=C/C=C(C)/C=C/C2=C(C)CCCC2(C)C)C(C)(C)CCC1	64&85	-80*	-89*	-50*	-87*	-6.7*	57	-59*	-40*
32	COc1cc(/C=N/NC(=O)CN2c3ccccc3Sc3ccccc32)cc(OC)c1OC	89	112	76	80	89	95	114	94	91
33	C=C1C(=O)O[C@H]2[C@H]1CC/C(COC(=O)NCc1ccc(Cn3c(=O)sn(-c4ccc(I)cc4)c3=O)cc1)=C\CC[C@@]1(C)O[C@@H]21	101	37	2.1*	95	90	92	100	106	68
34	CC(C)c1ccc(/C=N\NC(=O)CCCCC(=O)N/N=C\c2ccc(C(C)C)cc2)cc1	77	99	81	105	99	105	99	102	75
35	O=c1cc(-c2ccc3c(c2)OCCO3)oc2c(Cl)cc(Cl)cc12	94	98	86	91	86	88	90	73	101
36	O=[N+]([O-])c1cc2c(NCCO)nc(-c3ccccc3)nc2[nH]1	97	82	88	89	84	94	85	97	74
37	Clc1ccc(C2CC(c3ccccc3Cl)=NN2c2ccc(-c3ccccc3)nn2)cc1 (centres undefined)	104	105	96	99	92	99	98	101	85
38	CCN1C(=O)N(CC)C2NC(N/N=C/c3ccccc3)=NC21 (centres undefined)	90	99	94	99	92	102	106	104	94
39	O=C1Cc2csc3nc(=O)cc(n23)N1	109	106	96	106	114	114	103	104	121
40	C/C=C(\C)C(C(=O)NC1CCCCC1)N(C(=O)C1CCc2cc(F)ccc2O1)c1ccc(F)cc1 (centres undefined)	114	106	95	94	103	88	102	92	103
41	Cc1cc(Cl)cc(Cl)c1C(=O)O	104	107	92	112	109	115	99	103	96
42	COc1cc(N2C(=O)[C@H](O)C2c2ccc(SC)cc2)cc(OC)c1OC (some centres undefined)	37	-53*	-20*	23	69	5.6*	3.0*	14	31
43	COc1ccc2c(c1)N=C(C(=O)O)/C2=C/c1sc(=S)[nH]c1O	108	/	63	96	87	99	/	82	72
44	COc1ccc(-c2cc(/C(C#N)=C/c3c[nH]c4ccccc34)[nH]n2)cc1	96	76	/	102	81	67	107	93	88
45	CC(=O)CCn1c(=S)sc2ccccc21	107	105	96	91	91	104	100	102	101
46	COc1ccc(CC(=S)N2CCOCC2)cc1	106	109	69	96	107	114	101	101	109
47	CCn1nc(C(=O)O)c(=O)c2cc3c(cc21)OCO3	105&98	105&109	114&98	99&111	109&100	111&108	104&98	108&109	103
48	CC(=O)Nn1cnc2c(=S)nc[nH]c21	99	99	66	103	94	97	81	107	101
49	COc1cc(C(=O)NNC(=O)c2ccc(NC(=O)CN)cc2)cc(OC)c1OC	98	108	65	98	93	108	85	93	102
50	COc1ccc2[nH]c(C(=O)OCc3ccc4c(Cl)cc(Cl)c(O)c4n3)cc2c1	54	-75*	-77*	-24*	-59*	-35*	69	-59*	-92*
51	C#CC1(OCC(CCl)OC(N)=O)CCCCC1 (centres undefined)	85	119	/	107	94	103	96	107	95
52	CCN(CC)C(=S)Sc1ccc2c(c1)C(=O)c1ccccc1C2=O	/	98	58	90	89	92	104	102	80
53	CC(=O)NC1C(Nc2ccc(S(=O)(=O)Nc3nccc(C)n3)cc2)OC(CO)C(O)C1O (centres undefined)	100	127	97	99	111	/	108	100	103
54	COc1ccc(N(Cc2cc(OC)c(OC)c(OC)c2)C2OC(=O)c3ccccc32)cc1OC (centres undefined)	98	108	102	105	96	110	101	109	104
55	Cc1c(F)cccc1NC(=O)c1sc2nc3c(cc2c1N)CCCCC3	86	74	20	80	57	57	66	44	54
56	COc1cc2cc(C(=O)N3C[C@@H](CCl)c4c3cc(OC(=O)N(CCC(=O)N3CCN(C)CC3)C3CCCCC3)c3ccccc43)[nH]c2c(OC)c1OC	-29*	-67*	-82*	-87*	-11*	-73*	-58*	-62*	-59*
57	O=C(c1c[nH]c2ccccc12)c1n[nH]c(=S)n1C1CCCCC1	94	74	88	97	97	99	90	101	94
58	COc1ccc(Nc2ncc3c(N)nccc3n2)cc1	75	86	70	97	99	80	45	100	55
59	COC(=O)c1c(C)nc(C)c2c1C(=O)C(Br)=C(NCc1ccccc1)C2=O	31	-12*	22	5.3*	71	12	109	3.4*	18
60	NC(Cc1ccc(O)cc1)C(=O)NNc1n[nH]c(=S)n1N (centres undefined)	97	109	92	100	103	110	104	104	99

Part of the list above in a different format:
20	Clc1nn2c(Cn3cnc4c(N5CCCC5)ncnc43)nnc2c2ccccc12
21	CCN(CC)CCCNc1ccc2ccncc2c1
22	CCOc1ccc(C(=O)O)cc1
23	COc1ccc2c(c1)Nc1ccccc1S2
24	CC(=O)NCC(O)c1ccc([N+](=O)[O-])cc1 (centres undefined)
25	CS(=O)(=O)Nc1cc(-c2ccc3ncnc(Nc4cccc5[nH]ncc45)c3c2)cnc1Cl

Compound | 20 | 21 | 22 | 23 | 24 | 25
NCI-H322M | 81 | 117 | 108 | 101 | 99 | 97
COLO 205 | 117 | 117 | 105 | 111 | 120 | 111
NCI-H522 | 87 | 88 | 101 | 99 | 98 | 86
NCI-H23 | 86 | 107 | 98 | 104 | 96 | 91
NCI-H226 | 88 | 98 | 92 | 108 | / | 92
NCI-H460 | 123 | 111 | 103 | 109 | 107 | 103
SK-OV-3 | 101 | 114 | 99 | 111 | 96 | 94
NCI/ADR-RES | 90 | 109 | 105 | 111 | 101 | 95
IGROV1 | 80 | 114 | 113 | 103 | 109 | 91

Next results follow:
nr	Molecule	NCI-H322M	COLO 205	NCI-H522	NCI-H23	NCI-H226	NCI-H460	SK-OV-3	NCI/ADR-RES	IGROV1
61	COc1ccc(-c2ccc(NNC(=O)c3ccc(Br)cc3)nn2)cc1OC	95	117	88	100	94	105	107	92	84
62	COc1ccc(CC(=O)N2CCN(C(=O)Nc3ccc(S(N)(=O)=O)cc3)CC2)cc1	107	101	98	96	92	104	103	102	110
63	CNc1ncc2cc(-c3ccc(-c4ncccc4F)cc3Cl)c(=O)n(CC3OCC(N)CO3)c2n1 (centres undefined)	80	46	76	78	64	102	76	79	-2.3*
64	O=[N+]([O-])c1ccc2[nH]cnc(=S)c2c1	103	96	94	94	75	103	64	105	104
65	COc1ccc(C2C(C(=O)c3ccccc3)C2(C#N)C#N)cc1 (centres undefined)	91	118	102	91	104	97	111	96	87
66	CNS(=O)(=O)c1ccc2ccccc2c1	102	96	/	105	101	113	96	108	101
67	CC1(C)[C@@H](O)CC[C@]2(C)[C@H]3CC[C@@H]4[C@H]5[C@H](C(=O)/C=C\c6ccccn6)CC[C@]5(O)CC[C@@]4(C)[C@]3(C)CC[C@@H]12	84	68	/	32	16	16	90	26	34
68	CC(C)OC(=O)Nc1ccc(F)c(C(F)(F)F)c1	101	104	99	101	97	104	103	99	103
69	O=C(NC1CCCCC1)c1ccc([N+](=O)[O-])cc1	91	98	77	97	/	110	94	109	92
70	CN(Cc1ccccc1)c1nc(Cl)c(C2CC(c3ccc4c(c3)OCO4)=NN2c2cc(Cl)cc(Cl)c2)s1 (centres undefined)	100	94	94	96	102	103	93	104	95
71	CCCCNCCCN(CCCC)CCCNCCCC	100	100	/	104	97	101	100	100	99
72	O=C1NC(=S)NC(=O)C1Nc1ccc(Cl)cc1	85	95	71	71	80	39	109	64	93
73	COc1cc(-c2noc(-c3ccccc3)n2)cc(OC)c1OC	100	107	82	91	92	100	111	94	88
74	O=C(CCCCCCCN1CC(=O)N2[C@@H](c3ccc(Br)cc3)c3[nH]c4ccccc4c3C[C@H]2C1=O)NO	88	101	61	81	76	75	85	96	66
75	N#CC1(Nc2ccccc2)CCCCC1	105	116	94	97	101	106	106	100	112
76	CN1CCN(Cc2ccc(NC(=O)c3cncc(C#Cc4cnc(N)nc4)c3)cc2C(F)(F)F)CC1	34	13	37	27	13	13	-21*	60	15
77	COc1ccc(/C=C/c2ccc(OC)cc2)cc1	123	136	99	109	111	111	116	118	117
78	C/C(=N/NC(=S)NC1CCCCC1)c1sc(Nc2ccccc2)nc1C	82	108	92	87	90	100	99	92	97
79	O=C1OC2(OC(=O)C3C=CC=CC3N2c2ccccc2)c2ccccc21 (centres undefined)	96	110	88	97	100	96	113	98	97
80	O=S(=O)(NNS(=O)(=O)c1ccccc1)c1ccccc1	/	113	90	104	100	99	117	101	97
81	COc1ccc(/C(Cl)=N\N=C(\Cl)c2c(Cl)c(OC)c(OC)c(OC)c2Cl)cc1	77	39	47	80	86	58	53	79	47
82	C/C(=N\O)c1ccc(NC(=O)CCN2CCN(c3cc4c(cc3F)c(=O)c(C(=O)O)cn4C3CC3)CC2)cc1	95	115	88	96	106	109	98	101	99
83	COc1ccc2c(c1)/C(=C(\C#N)C(=O)c1ccccc1)C(=O)N2	106	109	101	96	99	108	92	101	90
84	COc1ccc(C2C(C#N)=C(/N=C/c3ccccc3)Oc3c2ccc2ccccc32)cc1 (centres undefined)	96	103	75	89	71	99	71	90	83
85	COc1ccc(Cc2ccc(N(C)C)c(Cl)c2)cc1	114	104	67	92	106	104	99	80	84
86	Cc1cc(C)c2c(N)c(C(=O)Nc3ccc(OC(F)(F)F)cc3)sc2n1	87	98	82	79	79	76	96	79	90

Values by screen from the list:
IGROV1 for entries 35–40 → 101, 74, 85, 94, 121, 103
